# Screening data: PubChem BioAssay, National Center for Advancing Translational Sciences (NCATS)
# CCT modulator = modulators of cytosolic chaperonin (CCT/TRiC) activity; hit rate 0.3% among 360,000; purified chaperonin ATPase assay, HTRF ADP detection, 30 min; AID 651819; activity change, % (concentration not given with the values), hits read low; in the data active = activity change below about -30%; also: % is scaled to controls: 0 for no effect and ±100 for the full control effect
#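 TRiC at 40 or 20 nM final (batch-dependent) in 30 mM Tris pH 7.4, 100 mM KCl, 5 mM MgCl2, 1 mM DTT, with compound at single 76 uM and 10 uM ATP, 30 min at 37 deg C. ADP detected by HTRF Transcreener, 665/615 ratio.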
# HepG2 tox = counter-screen for TGF-b inhibitors: cytotoxicity in HepG2 cells | HepG2 CAGA-GFP viability, ATP luminescence, 18 h | Potency, µM (highest dose often 46.1 µM), inactives show at the top dose activity change, negative = cytotoxicity, actives largely listed as cytotoxic | hit rate 0.76% among 410,000; also: potency is read from the fitted curve at half-maximal effect; some results filed as inactive show a strong effect at the top dose
#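 HepG2 CAGA-GFP cells (1000/well, DMEM with 1% FBS) received compound, then TGF-beta at 500 pg/mL final, and were incubated 18 hours at 37 degrees C. Viability was read by CellTiter-Glo luminescence. Media-only wells were set as complete cell-killing and DMSO as no toxicity.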
# Mm-Cpn inhibitor = blocks the Methanococcus maripaludis chaperonin Mm-Cpn; purified Mm-Cpn ATPase, ADP Transcreener TR-FRET; Potency, µM (doses to about 76.9 µM), for inactives: at the highest dose activity, negative = inhibition, usual class: inhibitors; hit rate 0.031% among 330,000; also: potency is read from the fitted curve at half-maximal effect; % is scaled to controls: 0 for no effect and ±100 for the full control effect; nearly all actives have a fitted effect of over 80% in size
#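 Reaction buffer contained 30 mM Tris pH 7.4, 100 mM KCl, 5 mM MgCl2 and 1 mM DTT. Mm-CPN (25 nM final) hydrolysed 10 uM ATP over 30 min at 37°C; ADP was read by HTRF.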
# Akt phos inh = inhibitors of Akt phosphorylation; Neuro2A IGF-stimulated pAkt S473 HTRF, 20 min; active compounds read low; activity change, % for hits at 50 µM; hit rate 0.32% among 360,000; in the data active = activity change below about -80%; inconclusive = mostly about -51% to -80%; also: % is scaled to controls: 0 for no effect and ±100 for the full control effect
#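 Neuro2A cells in DMEM with 0.5% FBS, overnight at 37 deg C, given compound at single 50 µM final, then IGF (6 nM final) for 20 min at 37 deg C. Lysed; phospho-Akt Ser473 by HTRF after 24 h, 665/615 ratio.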
# TGFb inhibitor = inhibitors of TGF-b signaling | hit rate 1.2% among 410,000 | Potency, µM (top dose mostly 46.1 µM), inactives show top-dose activity, negative = inhibition, usual class: inhibitors | HepG2 CAGA-GFP TGF-b/SMAD3 reporter, GFP fluorescence, 18 h; TGF-beta stimulated, 500 pg/mL final | AID 588855; also: potency is read from the fitted curve at half-maximal effect; % is scaled to controls: 0 for no effect and ±100 for the full control effect; nearly all actives have a fitted effect of over 65% in size
#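 Cell-based qHTS in HEPG2 carrying a CAGA-GFP Smad reporter; compounds added before 500 pg/mL final TGF-beta, 18 h incubation at 37 degrees C, GFP fluorescence quantified per cell by imaging cytometry.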
# Nrf2 ARE act = activates Nrf2 signaling; AREc32 ARE-luciferase reporter (MCF7-derived line), luminescence, 24 h; Potency, µM (series often up to 46.1 µM), for inactives: at the highest dose activation, hits mostly activators; hit rate 0.31% among 410,000; AID 624171; also: potency is read from the fitted curve at half-maximal effect; % of control where 0% means no effect; nearly all actives have a fitted effect of over 65% in size
#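 ARE-driven firefly luciferase activity in AREc32 cells measured after a 24 hr compound exposure at 37 deg C, using Steady-Glo reagent and a 30 min room-temperature hold.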
# A549 tox = A549 cytotoxicity, counter-screen for Nrf2 inhibitors | A549 ARE-Fluc cells, CellTiter-Fluor viability, 18-24 h | AID 504648 | hit rate 0.16% among 390,000 | Potency, µM (titrated, usually from 46 µM), inactives show top-dose activity change, negative = cytotoxicity, most hits filed as inhibitors; also: potency is read from the fitted curve at half-maximal effect; % is scaled to controls: 0 for no effect and ±100 for the full control effect
#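 A549 ARE_Fluc cells in 5% FBS OPTI-MEM were exposed to compounds in concentration-response for 18-24 h at 37 deg C. Viability was read by CellTiter-Fluor fluorescence (Ex 405/Em 525) after 30 min, before the luciferase read.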
# Nrf2 block = Nrf2 pathway inhibition; A549 ARE-Fluc reporter, luciferase luminescence, 18-24 h; Potency, µM (titrated, usually from 46 µM), for inactives: top-dose activity change, negative = inhibition, most hits filed as inhibitors; hit rate 2.1% among 360,000; AID 504444; also: potency is read from the fitted curve at half-maximal effect; % is scaled to controls: 0 for no effect and ±100 for the full control effect; nearly all actives have a fitted effect of over 60% in size
#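 Concentration-response testing used A549 ARE_Fluc cells at 5000 cells/well. Following an 18-24 h compound incubation, viability was read by fluorescence (Ex 405/Em 525) and luciferase output by luminescence.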
# Abeta rescue = compounds reversing amyloid beta toxicity in yeast. Potency, µM (top dose mostly 46.1 µM), inactives show at the highest dose growth rescue, most hits filed as activators. yeast expressing A-beta42, growth rescue, OD600, 48 h; response scale: 0% DMSO, 100% iron-clioquinol control. hit rate 0.063% among 410,000; also: potency is read from the fitted curve at half-maximal effect; nearly all actives have a fitted effect of over 55% in size
#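 Growth rescue measured by 600 nm absorbance after 48 h yeast culture at 30 C with compound. Values normalized between DMSO and an equimolar ferric chloride plus clioquinol control.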
# An asterisk follows results filed as active; i = inactive; ? = inconclusive; nt = no result given; & = joins results of further samples; [ ] = another dose, or the depositor's remark. Unless noted, calls follow the shape of the dose curve; as a rule, active = well fitted curve in the direction sought with a large enough effect; inconclusive = small, poorly fitted or top-dose-only effect, or another doubt; inactive = no such curve, though single readings can be large; an effect the other way counts as inactive or inconclusive.
SMILES,CCT modulator,HepG2 tox,Mm-Cpn inhibitor,Akt phos inh,TGFb inhibitor,Nrf2 ARE act,A549 tox,Nrf2 block,Abeta rescue
COc1ccc(N(CC(=O)N/N=C(\C)CCc2ccccc2)S(=O)(=O)c2ccc(C)cc2)cc1,-1.2,-1%,0%,i,5%,0.3%,1%,-9%,1%
COc1ccc(-c2noc(CSc3nnc(C)n3-c3ccc(C)cc3)n2)cc1OC,nt,-20%,nt,nt,1%,5.8%,-4%,?,-14%
O=C(Nc1ccccc1C(=O)O)c1cc(S(=O)(=O)N2CCOCC2)cs1,-5.3,5%,-2%,i,-1%,-0.1%,-16%,-3%,-27%
Cc1cc(C)nc(Nc2ccc(N3CCOCC3)cc2)n1,-2.5,6%,-3%,i,10%,-0.1%,-3%,23%,6%
Cc1c(C(=O)Nc2ccccc2)cn2c(nc3ccccc32)c1C#N,-1.7,7%,0%,i,1%,-0.2%,-1%,?,13%
CCCNC(=O)C1(C)CCN1C(=O)c1ccccc1CCc1ccccc1 (stereo not given),0.1,-50%,nt,i,?,-1.0%,nt,nt,1%
O=C(N/N=C/c1cc(Br)ccc1OC(=O)c1ccc(Br)cc1)c1ccncc1,-1.7,-31%,2%,i,-26%,-1.2%,-3%,-5%,-8%
COc1ccc(S(=O)(=O)N2CCC3CC2c2c(-c4ccc(C(F)(F)F)cc4)cccc23)cc1 (stereo not given),-0.3,-18%,nt,i,-30%,-0.6%,nt,nt,-8%
CCc1ccc(C2c3[nH]c4ccccc4c3CCN2C(=O)c2ccc(=O)n(C)n2)cc1 (stereo not given),1.9,-20%,-5%,i,-27%,4.7%,-16%,?,8%
CC1CCN(C(=O)C2CCN(S(=O)(=O)c3cnc[nH]3)CC2)CC1,-1.6,4%,1%,i,-23%,-0.4%,-1%,7%,-1%
NC(CCCCCP(=O)(c1ccccc1)c1ccccc1)C(=O)O (stereo not given),0.9,2%,2%,i,-2%,2.6%,5%,6%,-4%
Cc1sc2nc(SCC(=O)NCCO)n(C)c(=O)c2c1C,1.6,12%,-2%,i,12%,-0.3%,-16%,16%,11%
O=C(Nc1ccc(N2CCCCC2)cc1)c1ccc2c(c1)OCCO2,1.5,-24%,-1%,i,0%,0.2%,-17%,-20%,4%
Cc1ccccc1C(=O)NNC(=O)C1CCN(C(=O)Nc2ccccc2)CC1,2.6,6%,?,i,-7%,-0.1%,1%,4%,3%
COC(=O)C1(C)NC(c2ccco2)C2C(=O)N(c3ccc(C)cc3)C(=O)C21 (stereo not given),0.8,0%,-2%,i,-7%,-0.4%,-6%,6%,17%
Nc1ccn(C2CC(O)C(CO)O2)c(=O)n1 (stereo not given),0.5,-3%,2%,i,10%,-1.0%,1%,-2%,-18%
COC(=O)c1ccc(OC(=O)C2CC(=O)N(c3cccc(C)c3)C2)cc1 (stereo not given),-0.3,-4%,1%,i,15%,-0.7%,-3%,-18%,18%
C/C(=N\N=C(/N)SC1CC(=O)N(c2ccccc2)C1=O)c1cccs1 (stereo not given),-5.5,2%,2%,i,13%,16%,-5%,-5%,17%
CCCCc1ccc(S(=O)(=O)NNC(=S)NCc2ccco2)cc1,-1.2,1%,1%,i,-2%,-0.8%,-4%,17%,10%
COCCN(CC(=O)Nc1cccc(C)c1C)C(=O)C1(c2ccccc2)CC1,-3.1,-6%,-1%,i,-10%,-0.9%,-4%,3%,3%
Cc1cccc([C@@H]2[C@@H]3C(=O)N(Cc4ccccc4)C(=O)[C@@H]3[C@]3(Cc4ccccc4)C(=O)N(c4ccccc4)C(=O)N23)c1,-3.9,-9%,-2%,i,-8%,2.7%,0%,?,-1%
COC(=O)C(NC=O)C(O)(Cc1ccccc1)C(F)(F)F (stereo not given),-1.1,-4%,0%,i,2%,7.9%,4%,28%,-26%
O=C(Nc1ccc(F)cc1)C(c1ccccc1)N1CCN(S(=O)(=O)c2ccccc2)CC1 (stereo not given),-5.1,-15%,-1%,i,-2%,0.4%,-11%,-8%,5%
CCCCn1c(N)c(N(CCOC)C(=O)c2ccc(OCc3c(C)noc3C)cc2)c(=O)[nH]c1=O,2.6,-17%,-2%,i,-2%,-0.4%,0%,3%,-19%
CCN(CC)S(=O)(=O)c1ccc(NC(=O)c2cnc(C)cn2)cc1,-1.2,-3%,0%,i,3%,-0.3%,5%,-2%,8%
Cc1ccccc1-n1c(Cn2c(=O)sc3ccccc32)nnc1SCC(=O)NCC1CCCO1 (stereo not given),1.7,-5%,0%,i,-4%,2.5%,0%,-11%,-9%
Cc1nn(-c2ccccc2)c2nc(C3CC3)cc(C(=O)NCc3ccccc3Cl)c12,nt,-4%,nt,nt,-1%,0.6%,1%,-6%,-3%
COc1ccc(CNC(=O)CSc2nnc(Cn3nnc4ccccc43)n2C)cc1,3.2,-39%,0%,i,2%,0.2%,13%,7%,0%
O=C(Nc1ccc2c(c1)OCCO2)c1cc2ccccc2o1,-1.5,-29%,1%,i,-4%,3.6%,-24%,?,-16%
Cc1ccc(NC(=O)Cn2c(=O)n(Cc3nc(C)no3)c(=O)c3cc4c(cc32)OCO4)c(C)c1,nt,1%,nt,nt,13%,-1.3%,6%,24%,4%
CCCCSCCCNC(=O)CS(=O)Cc1nc(-c2cccc(C)c2)oc1C (stereo not given),-0.9,-13%,1%,nt,?,0.0%,-5%,4%,18%
CC(C)Oc1ccc(C(=O)OCC(=O)NC2CCCCCC2)cc1,-1.5,-4%,-4%,i,-8%,0.0%,0%,-8%,-17%
CC(C)N(Cc1nc(-c2ccccc2)no1)C(=O)Cc1ccccc1,0.5,-18%,0%,i,-12%,0.5%,0%,5%,8%
CC(=O)c1cccc(N2C(=NC(=O)C3CCCCC3)SC3CS(=O)(=O)CC32)c1 (stereo not given),0.3,-1%,0%,i,0%,0.0%,-2%,-17%,-5%
CCOC(=O)c1c(C)[nH]c(C)c1S(=O)(=O)N(C)CC(=O)NCc1ccc(Cl)cc1,nt,-48%,nt,nt,?,3.6%,12%,nt,-14%
CN(c1ccc(OCC(=O)OCC(=O)Nc2ccc(F)cc2)cc1)S(=O)(=O)c1ccc(Cl)cc1,-5.9,3%,3%,i,-6%,-0.7%,2%,3%,1%
CC(=O)Nc1ncc(N=Nc2cccc(C(F)(F)F)c2)s1,-14,-18%,0%,i,2%,?,12µM*,-19%,-17%
Cc1c(C(=S)Nc2ccccc2)cnn1-c1ccccc1,-2.4,-23%,2%,i,?,2.2%,-7%,?,-3%
COc1ccc(NC(=O)c2ccc(C)cc2)c(OC)c1,-4.6,-1%,0%,i,16%,4.6%,-17%,?,-13%
COc1ccc(CN2CCC(Cc3ccccc3)CC2)c(C)c1C,1.3,-32%,-3%,i,-5%,0.2%[9.22 µM],-1%,-10%,-7%
CC(C)NC(=O)C1CCCN(S(=O)(=O)c2ccc(-n3cnnn3)cc2)C1 (stereo not given),0.0,-2%,0%,i,4%,4.1%,-1%,3%,6%
COc1ccc(C2(C(=O)NCc3ccccc3Cl)CCOCC2)cc1OC,-0.8,0%,-1%,i,7%,-0.2%,5%,-8%,2%
CC1CCN(C(=O)COc2ccc(S(=O)(=O)N3CCOCC3)cc2)CC1,-6.0,-21%,1%,i,-19%,-0.9%,-3%,-2%,-15%
[N-]=[N+]=NCCN1CCN(Cc2ccccc2)CCC1=O,-1.4,13%&44%,?,i,24%&20%,-0.8%,-5%,-14%,-8%
CSC1=C(C#N)C(c2ccccc2Cl)C(C(C)=O)=C(C)N1 (stereo not given),-4.0,-18%,3%,nt,1%,0.1%,-4%,-13%,13%
O=C(N/N=C/C(Br)=C/c1ccccc1)C(O)c1ccccc1 (stereo not given),0.4,-26%,0%,i,-23%,11µM*,-4%,?,3%
Cc1cc(/C=N/NC(=O)c2nn(C)cc2Cl)c(C)n1-c1cccc(Br)c1,-0.8,-46%,0%,i,0%,3.3%,7%,-12%,8%
COc1ccc(NC(=O)C2CCCN(c3ncnc4onc(C)c34)C2)cc1OC (stereo not given),nt,-12%,nt,nt,-6%,2.9%,0%,nt,-13%
CC(=O)Nc1ccc(C2NC(=S)N(c3ccccc3C(F)(F)F)C(C)=C2C(=O)N2CCOCC2)cc1 (stereo not given),2.0,-8%,0%,i,-1%,3.3%,0%,11%,4%

# 6 compounds already listed, arranged by formula weight, rising.
SMILES,CCT modulator,HepG2 tox,Mm-Cpn inhibitor,Akt phos inh,TGFb inhibitor,Nrf2 ARE act,A549 tox,Nrf2 block,Abeta rescue
CSC1=C(C#N)C(c2ccccc2Cl)C(C(C)=O)=C(C)N1 (stereo not given),-4.0,-18%,3%,nt,1%,0.1%,-4%,-13%,13%
O=C(N/N=C/C(Br)=C/c1ccccc1)C(O)c1ccccc1 (stereo not given),0.4,-26%,0%,i,-23%,11µM*,-4%,?,3%
CC(C)NC(=O)C1CCCN(S(=O)(=O)c2ccc(-n3cnnn3)cc2)C1 (stereo not given),0.0,-2%,0%,i,4%,4.1%,-1%,3%,6%
CC1CCN(C(=O)COc2ccc(S(=O)(=O)N3CCOCC3)cc2)CC1,-6.0,-21%,1%,i,-19%,-0.9%,-3%,-2%,-15%
COc1ccc(NC(=O)C2CCCN(c3ncnc4onc(C)c34)C2)cc1OC (stereo not given),nt,-12%,nt,nt,-6%,2.9%,0%,nt,-13%
Cc1cc(/C=N/NC(=O)c2nn(C)cc2Cl)c(C)n1-c1cccc(Br)c1,-0.8,-46%,0%,i,0%,3.3%,7%,-12%,8%
